Compound activity as filed in PubChem BioAssay.
BAZ2B block = BAZ2B (human) inhibition. 4.4% of 360,000 active. AlphaScreen BAZ2B-H3K14Ac peptide displacement. Potency, µM (top dose mostly 114 µM), for inactives: at the top dose activity change, negative = inhibition, usual class: inhibitors; also: potency is read from the fitted curve at half-maximal effect; % is scaled to controls: 0 for no effect and ±100 for the full control effect; nearly all actives have a fitted effect of over 60% in size
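Inhibition is scored as reduced AlphaScreen emission. The BAZ2B/b-H3(5-23)K14Ac complex (50 nM each) in PBS pH 7.4, 0.01% Tween-20 meets compound (up to 110 uM) for 30 min at RT before bead addition.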
HP1b chromo inh = HP1-beta chromodomain-methylated histone interaction inhibition; AlphaScreen HP1-beta / biotin-H3K9me3 peptide binding; Potency, µM (titrated, usually from 114 µM), inactives show top-dose activity change, negative = inhibition, actives largely listed as inhibitors; 0.56% of 390,000 active; AID 540317; also: potency is read from the fitted curve at half-maximal effect; nearly all actives have a fitted effect of over 70% in size; inactives centre near 23
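AlphaScreen: HP1-beta (50 nM) preformed 30 min with biotin-H3(1-18)K9me3 peptide (50 nM) in PBS pH 7.4, 0.01% Tween-20. Compound added for 30 min at RT, then streptavidin donor/nickel chelate acceptor beads (10 ug/mL) for 30 min.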
Pin1 inh = inhibitors of human Pin1 | Q13526 | Pin1 FP peptide displacement, HiFluor488, 10 min | Potency, µM (top dose mostly 115 µM), for the others: top-dose activity, negative = inhibition, most hits filed as inhibitors | 0.009% of 390,000 active | AID 504891; active = well fitted inhibition curve with a large enough effect in the polarisation, with a control signal flat, not every such curve was filed as active; inconclusive = small, poorly fitted or top-dose-only effect, or effect the other way, or a change in a side signal; inactive = no such curve, though single readings can be large or run the other way; the % refers to the polarisation; also: potency is read from the fitted curve at half-maximal effect; % is scaled to controls: 0 for no effect and ±100 for the full control effect
Target sequence (Q13526 whole entry, looked up): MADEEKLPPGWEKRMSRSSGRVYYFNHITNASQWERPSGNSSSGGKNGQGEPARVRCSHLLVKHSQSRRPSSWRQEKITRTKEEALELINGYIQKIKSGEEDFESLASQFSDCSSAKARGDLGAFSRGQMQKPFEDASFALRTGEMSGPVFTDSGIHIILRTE
PGK inhibitor = T. brucei PGK inhibition | P07378 | PGK/GAPDH coupled, Kinase-Glo luminescence, 60 min | Potency, µM (highest dose often 57.5 µM), for the others: at the top dose activity change, negative = inhibition, most hits filed as inhibitors | 0.043% of 380,000 active | AID 602233; also: potency is read from the fitted curve at half-maximal effect; % is scaled to controls: 0 for no effect and ±100 for the full control effect; nearly all actives have a fitted effect of over 60% in size
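Recombinant glycosomal PGK reaction used 1,3-bisphosphoglycerate generated in-well by GAPDH (100nM final) in 100mM TEA pH 7.6, 5mM MgCl2, 0.01% Tween-20. After 60 minutes at room temperature, ATP was read by Kinase-Glo Plus luminescence end-point.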
JMJD2A Tudor = blocks the human JMJD2A Tudor domain; O75164; AlphaScreen JMJD2A-Tudor / H3K4me3 peptide binding; Potency, µM (titrated, usually from 114 µM), for inactives: top-dose activity change, negative = inhibition, usual class: inhibitors; 4.4% of 390,000 active; also: potency is read from the fitted curve at half-maximal effect; % is scaled to controls: 0 for no effect and ±100 for the full control effect; nearly all actives have a fitted effect of over 50% in size
ERG Ets-DNA blk = inhibitors of human ERG Ets domain-DNA interaction | P11308 | 0.028% of 370,000 active | Potency, µM (titrated, usually from 76.9 µM), without a hit: at the top dose FP activity, negative = inhibition, actives largely listed as inhibitors | fluorescence polarization, His-ERG Ets domain / labelled DNA; active = well fitted inhibition curve with a large enough effect in the polarisation, with a control signal flat; inconclusive = small, poorly fitted or top-dose-only effect, or effect the other way, or a change in a side signal; inactive = no such curve, though single readings can be large or run the other way; the % refers to the polarisation;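 also: polarization taken with two DNA probes labelled with fluorescein and Texas red; potency is read from the fitted curve at half-maximal effect; % of control where 0% means no effect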
Target sequence (P11308 whole entry, looked up, the tested form may be a part): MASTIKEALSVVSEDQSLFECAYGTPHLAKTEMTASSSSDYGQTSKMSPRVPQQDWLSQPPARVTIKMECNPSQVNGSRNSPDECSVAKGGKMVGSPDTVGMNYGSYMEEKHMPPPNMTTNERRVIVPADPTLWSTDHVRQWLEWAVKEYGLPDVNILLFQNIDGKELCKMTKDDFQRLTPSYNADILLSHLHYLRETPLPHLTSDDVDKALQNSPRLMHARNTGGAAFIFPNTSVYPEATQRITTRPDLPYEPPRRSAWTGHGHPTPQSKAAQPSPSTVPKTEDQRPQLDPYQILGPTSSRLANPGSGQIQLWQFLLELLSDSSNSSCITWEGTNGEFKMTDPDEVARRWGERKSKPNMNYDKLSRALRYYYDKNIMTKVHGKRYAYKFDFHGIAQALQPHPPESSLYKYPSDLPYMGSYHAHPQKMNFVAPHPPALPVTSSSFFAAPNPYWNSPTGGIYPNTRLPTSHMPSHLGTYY
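His-tagged ERG Ets domain (1 uM in the protein solution; 300mM KCl, 50mM Tris-HCl, 1mM EDTA, 1mM DTT, pH 7.5) received compound, then a probe mix of 5 nM fluorescein-DNA and 100nM Texas-615-DNA. Fluorescence polarization was read for both dyes.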
PI4K2A block = blocks human PI4K2A kinase activity; Q9BTU6; purified PI4K2A, ADP-Glo luminescence, 1 h; active compounds read low; activity change, negative = inhibition, % at 76.9 µM; 0.13% of 420,000 active; AID 1346378; in the data active = activity change below about -50%; inconclusive = mostly about -30% to -49%;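 also: -100% = wells without enzyme as full effect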
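ADP-Glo luminescence measured ADP generated by PI4K2A enzyme (4 ug/mL before mixing) with 1.2 mM PI substrate (pre-mix) and 300 microM ATP (pre-mix). Tris pH7.5 buffer with MgCl2, Triton X-100; 1 h reaction at ambient temperature.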
G9a inh = inhibitors of human histone lysine methyltransferase G9a; Q96KQ7; G9a H3K9 monomethylation, AlphaScreen, 2 h; Potency, µM (top dose mostly 102 µM), inactives show top-dose activity, negative = inhibition, usual class: inhibitors; 8.8% of 350,000 active; AID 504332; also: potency is read from the fitted curve at half-maximal effect; % is scaled to controls: 0 for no effect and ±100 for the full control effect; nearly all actives have a fitted effect of over 75% in size
Target sequence (Q96KQ7 913-1193 limits assumed): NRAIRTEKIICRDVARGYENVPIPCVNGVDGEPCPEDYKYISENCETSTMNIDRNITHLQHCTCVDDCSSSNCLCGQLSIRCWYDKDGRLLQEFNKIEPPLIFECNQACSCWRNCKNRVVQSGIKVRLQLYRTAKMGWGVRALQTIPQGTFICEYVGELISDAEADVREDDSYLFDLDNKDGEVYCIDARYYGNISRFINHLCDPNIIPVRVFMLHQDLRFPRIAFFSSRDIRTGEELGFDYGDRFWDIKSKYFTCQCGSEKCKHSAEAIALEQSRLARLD
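Methyltransferase reactions run at room temperature for 2 h (20 nM enzyme, 500 nM biotin-H3K9 peptide, 20 uM SAM) after a 15 min compound preincubation; product detected by AlphaScreen beads and anti-H3K9me1 antibody.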
GLS inh = blocks human kidney-isoform glutaminase activity | O94925 | GLS enzymatic activity, qHTS titration | Potency, µM (series often up to 45.5 µM), for the others: at the highest dose activity change, negative = inhibition, actives largely listed as inhibitors | 0.21% of 410,000 active | AID 624170; also: potency is read from the fitted curve at half-maximal effect; % is scaled to controls: 0 for no effect and ±100 for the full control effect
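Two-point fluorescence kinetic (t0, 30 min RT) for hKGA; glutamate detected via glutamate oxidase–HRP–Amplex Red. Substrate: 1 mM L-glutamine solution; buffer 45 mM KH2PO4, pH 8.2.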
Starred values were filed as active, the others as inactive; i = inactive; ? = inconclusive; nt = not tested or not shown; [ ] = another dose, or the depositor's remark. Unless noted, calls follow the shape of the dose curve; as a rule, active = well fitted curve in the direction sought with a large enough effect; inconclusive = small, poorly fitted or top-dose-only effect, or another doubt; inactive = no such curve, though single readings can be large; an effect the other way counts as inactive or inconclusive.

SMILES	BAZ2B block	HP1b chromo inh	Pin1 inh	PGK inhibitor	JMJD2A Tudor	ERG Ets-DNA blk	PI4K2A block	G9a inh	GLS inh
CC1(CCc2ccccc2)NC(=O)N(CC(=O)Nc2c(F)cccc2F)C1=O (stereo unspecified)	nt	36.2%	-2.2%	-4.6%	2.9%	7.2%	3.5	nt	-11.3%
COC(=O)c1cccc(NC(=O)NC23CC4CC(CC(C4)C2)C3)c1	-19.3%	37.6%	8.4%	6.3%	-19.5%	2.6%	-0.5	-9.3%	10.9%
O=C(Nc1c(C(=O)N2CCCCC2)cnn1-c1ccccc1)c1ccccc1	11.4%	40.7%[activator]	-1.2%	-0.2%	-13.1%	-7.4%	-2.1	-24.2%	-7.2%
O=C(CSc1nccc(=O)[nH]1)Nc1ccccc1Sc1ccccc1	-10.7%	57.3%[activator]	-0.7%	-7.9%	-8.3%[57.1 µM]	-4.6%	1.1	5.5%	-0.1%
COc1ccc(CCNC(=O)COC(=O)c2cnccn2)cc1	0.4%	26.8%	7.2%	2.6%	-5.3%	1.1%	3.6	?	5.4%
O=[N+]([O-])c1csc2ccccc12	nt	-19.9%	-9.9%	-6.1%	-23.4%	0.4%	1.1	nt	-24.6%
Cc1[nH]c2ccccc2c1C(=O)CN1CCCC1	?	15.9%	25.3%	-4.2%	-18.2%	nt	-0.1	-24.9%[59 µM]	-12.1%
CC(C)COc1ccc(C(=O)N/C(=C/c2cccc([N+](=O)[O-])c2)C(=O)O)cc1	-24.4%	10.8%	?	-0.3%	-20.8%	61.0%	3.7	?	1.3%
Cc1ccccc1-n1nc2c(c1NC(=O)c1ccc(S(=O)(=O)N(C)C)cc1)CSC2	-1.9%	8.8%	9.6%	-1.2%	-12.4%	nt	-8.2	?	-1.2%
CN(C)S(=O)(=O)c1ccc(Cl)c(NC(=O)CSc2nnnn2-c2ccc(O)cc2)c1	?	16.0%	-0.3%	-5.0%	-19.8%	-0.1%	0.8	-15.5%	27.8%
Cc1ccc(NC(=O)CCC(=O)NNC(=O)NC23CC4CC(CC(C4)C2)C3)cc1C	-17.5%	35.0%	-3.9%	5.6%	4.3%	0.0%	1.4	8.5%	0.0%
O=C(/C=C\c1ccccc1)Nc1ccc(NC(=O)c2ccco2)cc1	-8.6%	?	0.9%	12.2%	10µM*	0.8%	1.1	-7.3%	?
CCC(=O)NC(Nc1cc(C)cc(C)n1)(C(F)(F)F)C(F)(F)F	4.6%	54.4%[activator]	0.0%	-5.4%	-21.4%[57.1 µM]	0.5%	4.8	10.1%[59 µM]	-1.7%
COc1cc(C(=O)COC(=O)C2CCN(c3ccc(C(F)(F)F)cn3)CC2)ccc1OC(F)F	8.1%	59.5%[activator]	9.7%	-4.9%	3.4%	5.4%	2.4	15.1%	-4.0%
CN(C)S(=O)(=O)c1ccc2nnn(OCC(=O)NC34CC5CC(CC(C5)C3)C4)c2c1	5.1%	18.3%	-2.2%	-2.5%	-13.4%	0.8%	6.0	7.4%[59 µM]	-7.0%
COc1ccc(-c2cc(=O)[nH]c(NCc3ccccc3)n2)cc1	4.0%	11.3%	5.6%	4.0%	-15.2%	-2.0%	1.5	3.0%[59 µM]	-1.3%
Cc1cc(=O)n2nc(N3CCCC(C(=O)N4CCOCC4)C3)sc2n1 (stereo unspecified)	1.2%	0.4%	-9.7%	-4.7%	-4.8%	3.7%	0.7	-6.2%[12.7 µM]	1.9%
COc1cccc(NC(=O)COC(=O)c2ccco2)c1	3.6%	37.1%	1.9%	-8.2%	-12.1%	-0.4%	3.3	15.7%[59 µM]	-15.4%
CCO[C@@H]1OC(C(=O)N2CCN(Cc3ccc4c(c3)OCO4)CC2)=C[C@H](C)[C@H]1CCCO	-0.7%	22.9%	-0.8%	-0.5%	-17.3%	6.6%	-3.2	12.2%[59 µM]	2.5%
O=C1CC2CS(=O)(=O)CC2N1c1ccc(Cl)cc1Cl (stereo unspecified)	2.9%	39.3%	-0.2%	-1.9%	-6.3%	-0.1%	-0.1	19.2%[59 µM]	-10.7%
CCN(C[C@H]1N[C@@](Cc2ccccc2)(C(=O)OC)[C@H]2C(=O)N(C)C(=O)[C@@H]12)C(=O)Nc1ccc(C)cc1	nt	27.1%	5.4%	5.1%	-4.3%	-3.1%	0.1	nt	12.1%
CCC(C)(C)n1nnnc1CN1CCN(C(c2ccccc2)c2ccccc2)CC1	-2.0%	38.4%[activator]	-4.6%	-3.5%	-22.9%[57.1 µM]	-5.3%	2.3	6.1%[59 µM]	12.0%
Cc1ccc(OC(=O)c2cc(-c3ccc4c(c3)OCCO4)on2)cc1C	3.9%	63.3%[activator]	10.7%	-4.2%	-9.3%	1.5%	4.0	9.0%[59 µM]	-1.1%
O=C(NC1CCCCNC1=O)c1ccco1 (stereo unspecified)	-1.9%	24.7%	-3.4%	i	-14.8%	7.0%	-2.7	46.7%	-3.7%
O=C(CC(=O)N/N=C/c1ccc(Cl)cc1Cl)NCc1ccccc1	-37.5%	21.8%	-2.1%	-4.2%	-0.4%	-3.7%	-1.7	99.9%[activator][59 µM]	-2.8%

(continued)
SMILES	BAZ2B block	HP1b chromo inh	Pin1 inh	PGK inhibitor	JMJD2A Tudor	ERG Ets-DNA blk	PI4K2A block	G9a inh	GLS inh
COc1ccc2oc(C)c(C(=O)c3ccccc3)c2c1	nt	80.1%[activator]	-2.2%	10.0%	34.2%	-0.8%	-3.0	nt	4.3%
CCOc1ccc(CCNC(=O)Cc2ccc(NC(=O)C3=C(C)OCCS3)cc2)cc1	-23.8%	5.1%[57 µM]	-9.6%	-6.1%	-19.1%	4.7%	1.1	16.7%	3.8%
CCN(C(=O)c1cc(Cl)ccc1OC)c1ccccc1C	-2.3%	33.4%	2.8%	-4.9%	0.0%	-10.4%	-4.5	11.9%[59 µM]	-9.7%
COc1ccc(OCCOC(=O)CNC(=O)c2ccc(C)cc2)cc1	-7.9%	20.2%	-1.4%	6.9%	-4.8%	12.4%	1.2	-42.7%[0.501 µM]	10.8%
CCCCc1ccc(NC(=S)NCc2ccccc2OC)cc1	-24.2%	-0.3%	-6.9%	-5.5%	-10.4%	-2.4%	4.1	30.1%	1.4%
CCCCn1c(CNC(=O)c2ccc(OC)cc2)nnc1SCC(=O)Nc1ccc(OC)cc1	-7.3%	13.3%	2.6%	-2.5%	-20.9%	-3.9%	2.3	4.2%[59 µM]	0.8%
O=C(CSc1nnc(-c2ccccc2)c(-c2ccccc2)n1)NCCc1ccccc1	?	-8.3%	?	-7.0%	?	-6.4%	-3.2	?	4.0%
CCOc1ccc(NC(=O)NNC(=O)c2cccnc2)cc1	-36.2%	24.2%	-5.8%	-6.0%	-12.3%	-4.6%	1.4	46.0%	7.7%
C=CCOCCN(C)C1=NS(=O)(=O)c2cc([N+](=O)[O-])ccc21	-11.5%	31.3%	-0.8%	-9.5%	-15.3%	1.8%	-0.6	-2.0%	-3.2%
Cc1nc2nc(SCC(N)=O)[nH]c2cc1Br	58.1%[activator]	47.2%[activator]	11.0%	2.7%	-2.5%	8.8%	6.3	?	-2.2%
Cc1ccc(OCC(=O)Nc2c(Cl)ccc3nsnc23)cc1C	-10.7%	10.4%	?	0.6%	-9.3%	-23.0%	17.4	3.6%[59 µM]	-9.4%
Cc1cccc(CN2CCN(c3nc4nonc4nc3NC3CC3)CC2=O)c1	-10.9%	24.8%	0.4%	6.2%	-4.9%	0.0%	2.3	-1.2%	5.2%
CN(C)P(=O)(Nc1cccc2ccccc12)Nc1cccc2ccccc12	10.0%	29.5%	5.8%	i	-2.9%	nt	5.4	21.3%[12.7 µM]	-6.8%
COCCNC(=O)CS(=O)(=O)Cc1nc(-c2ccc(C)cc2)oc1C	9.4%	12.6%	-0.7%	-4.4%	-22.5%	0.0%	-2.6	-4.5%	1.4%
Cc1c(N)c(C(C)(C)C)cc(C(C)(C)C)c1[N+](=O)[O-]	-37.7%	11.1%	-0.1%	-1.2%	-32.4%	nt	1.2	6.2%	0.2%
Cc1cccc(OCC(O)CN2C(C)(C)CC(O)CC2(C)C)c1C (stereo unspecified)	-3.7%	28.8%	0.1%	15.6%	-9.9%	8.5%	0.4	-26.3%[12.7 µM]	5.5%
S=c1[nH]nc(COc2ccc3ccccc3c2)o1	-34.2%	-14.5%	2.0%	-0.9%	-23.5%	1.9%	-7.4	0.891µM*	41.3%[activator]
COc1ccc(S(=O)(=O)NC2CCc3ccccc32)cc1OC (stereo unspecified)	5.4%	32.6%[activator]	2.2%	i	-0.4%	-21.3%	-3.5	-7.4%	-1.4%
O=C(NCCc1ccc(Cl)cc1)c1cnc2sc(N3CCCCC3)nn2c1=O	-1.8%	19.7%	-2.2%	-0.2%	-4.5%	3.0%	0.0	6.8%[59 µM]	-27.7%
CCOc1ccc(C(=O)OCC(=O)NCCCc2ccccc2)cc1	14.8%	29.8%	2.9%	-6.3%	11.2%	-14.9%	1.5	-8.4%[2.33 µM]	10.5%
COc1cc(C(=O)N(Cc2ccco2)Cc2cc3ccccc3[nH]c2=O)cc(OC)c1OC	3.8%	20.9%	3.0%	-5.3%	-11.1%	-7.2%	0.8	-5.0%	-7.4%
O=C1CSC(c2cn(-c3ccccc3)nc2-c2cccs2)N1CC1CCCO1 (stereo unspecified)	-26.7%	23.4%	8.0%	3.6%	-21.4%	5.6%	1.8	-42.0%[59 µM]	-1.1%
